From PubChem
TNF necrop inh – blocks TNF-alpha induced death of Jurkat FADD-/- cells | Jurkat FADD-/- TNF necroptosis rescue, ATP luminescence, 24 h; 0 = TNF only, 100 = no-TNF cells | activation (protection from cell death), % at 10 µM | 220,000 compounds, 0.068% hits;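 active = activation, meaning protection from cell death, of at least 50% relative to plate controls; inactive = activation below 50%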;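 also: necroptosis triggered by 40 ng/mL TNF-alpha added together with compound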
EBV gp42 inh – inhibitors of Epstein-Barr virus glycoprotein 42; Q1HVG2; Fluorescence polarization binding assay, mP read-out; inhibition, % (tested at 21.74 µM); 220,000 compounds, 0.42% hits; AID 1085; in the data active = inhibition above about 50%
L929 necroptosis – L929 zVAD cell death inhibition; L929 zVAD necroptosis rescue, ATP luminescence, 24 h; with zVAD 60 µM; viability rescue, % at 10 µM; 220,000 compounds, 0.38% hits; AID 1377;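 active = activation, scaled between plate controls, above about 75%, limit read from the data; inactive = activation under that limit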;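 also: 0% = zVAD with DMSO and 100% = DMSO alone without zVAD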
MDM2 E3 inh – inhibitors of human Mdm2 E3 ubiquitin ligase. Q00987. cell-based MDM2 ubiquitination luciferase reporter, 2 h; 0 = plate control, 100 = twice control, blank-subtracted. signal enhancement, % at 5 µM. 210,000 compounds, 0.11% hits;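 active = signal enhancement of 30% or more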;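 also: luminescence tracks abundance of the self-degrading MDM2-luciferase fusion protein; higher signal means inhibition of MDM2 E3 ligase activity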
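test system = mammalian cells stably expressing self-ubiquitinating, self-degrading MDM2 E3–luciferase fusion | quantity = 2000 cells/well | incubation = cell settling 4 h, compound treatment 2 h, both 37 °C | signal = luminescence with SteadyLite reagent, 15 min at room temperature | evaluation = % enhancement relative to plate controls after blank subtraction | benchmarks = plate controls and plate blanks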
Cl transport mod – modulators of human KCC2 chloride dependent transport; Q9H2X9; KCC2 cells, thallium flux FluoZin-2 fluorescence; B-score of Tl+ flux slope (higher = more flux/activation; lower = inhibition) at 10 µM; 190,000 compounds, 2.2% hits; AID 1456;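 active = thallium flux slope and its plate-corrected score both differing from the plate sample mean at a set confidence after two filtering rounds, in either direction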;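 also: slope of fluorescence scaled to starting intensity during 10 to 20 s after thallium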
eIF4E-4G inh – eIF4E/eIF4G interaction inhibition in translation initiation. TR-FRET eIF4E-eIF4GI(517-606) binding, 2 h. P63073+Q04637. AID 782. 220,000 compounds, 0.37% hits. inhibition, % at 21.7 µM;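 active = inhibition above about 30%, limit read from the data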;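 also: 0% = full FRET control wells and 100% = background wells lacking eIF4GI fragment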
PERK inhibitor – blocks human PERK kinase. Q9NZJ5. CHO PERK-DD fusion, SEAP luminescence translation reporter. inhibition, % at 5.6 µM. 220,000 compounds, 0.17% hits. AID 1416;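 active = inhibition above the mean inhibition of all tested compounds plus 3 SD, set separately per screening campaign, cut at about 2.9% in these data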;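 also: PERK kinase domain activated by AP20187 dimerizer at 100 nM; 0% = DMSO with dimerizer and 100% = rapamycin at 8.4 µM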
Target sequence (Q9NZJ5 whole entry, looked up, the tested form may be a part): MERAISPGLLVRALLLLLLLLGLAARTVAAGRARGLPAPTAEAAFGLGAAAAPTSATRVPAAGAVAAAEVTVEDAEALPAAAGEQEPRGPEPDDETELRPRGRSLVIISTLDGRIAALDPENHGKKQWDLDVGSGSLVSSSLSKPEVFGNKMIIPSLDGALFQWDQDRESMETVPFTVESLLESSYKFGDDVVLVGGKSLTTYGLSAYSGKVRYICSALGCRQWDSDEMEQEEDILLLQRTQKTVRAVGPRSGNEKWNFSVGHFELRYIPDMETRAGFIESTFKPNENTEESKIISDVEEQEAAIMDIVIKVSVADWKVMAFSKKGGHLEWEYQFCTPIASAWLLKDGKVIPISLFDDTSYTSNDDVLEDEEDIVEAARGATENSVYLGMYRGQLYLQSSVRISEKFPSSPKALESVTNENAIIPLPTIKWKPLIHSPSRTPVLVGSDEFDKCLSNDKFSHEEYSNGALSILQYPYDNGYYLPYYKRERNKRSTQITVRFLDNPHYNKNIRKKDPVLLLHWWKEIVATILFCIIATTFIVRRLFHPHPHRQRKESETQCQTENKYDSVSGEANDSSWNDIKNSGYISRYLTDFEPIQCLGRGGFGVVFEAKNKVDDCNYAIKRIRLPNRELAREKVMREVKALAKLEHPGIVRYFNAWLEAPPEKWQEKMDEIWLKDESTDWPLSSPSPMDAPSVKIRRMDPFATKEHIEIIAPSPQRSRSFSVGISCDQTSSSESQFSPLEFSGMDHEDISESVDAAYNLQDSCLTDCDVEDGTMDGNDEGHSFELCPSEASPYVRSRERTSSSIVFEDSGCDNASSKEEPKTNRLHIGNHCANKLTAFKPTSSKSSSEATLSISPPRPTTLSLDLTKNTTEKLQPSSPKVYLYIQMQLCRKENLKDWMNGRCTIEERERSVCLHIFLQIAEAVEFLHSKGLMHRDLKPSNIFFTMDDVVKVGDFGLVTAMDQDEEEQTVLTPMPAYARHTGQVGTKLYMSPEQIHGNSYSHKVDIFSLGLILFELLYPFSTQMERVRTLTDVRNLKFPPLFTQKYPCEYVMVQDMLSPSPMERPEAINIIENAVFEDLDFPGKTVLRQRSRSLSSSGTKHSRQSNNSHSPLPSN
Rad51 HR inh – Rad51 (human) homologous recombination inhibition; hRad51 DNA strand exchange, fluorescence dequenching; inhibition, % at 10 µM; 200,000 compounds, 0.085% hits;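 active = inhibition above 40% at the single screening dose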;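 also: 0% = DMSO control wells and 100% = blanks with heterologous ssDNA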
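System: human Rad51 nucleoprotein filaments preassembled on unlabelled ssDNA. Reagent: labelled 47-mer dsDNA for strand exchange. Schedule: 30-min compound preincubation and 15-min exchange, both room temperature. Measured by: FRET fluorescence dequenching, excitation 485 nm, emission 520 nm. Read-out: Fluorescence-based percent inhibition, control- and blank-normalised. Benchmarks: plate controls and plate blanks.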
Calpain2 inh – inhibitors of pig calpain II. 220,000 compounds, 0.37% hits. purified calpain II, fluorogenic peptide substrate, 30 min. inhibition, % at 16 µM;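 active = inhibition above about 50%, limit read from the data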
* = called active by the depositor; nt = not tested or not shown; & = joins results of further samples; [ ] = another dose, or the depositor's remark.

SMILES	TNF necrop inh	EBV gp42 inh	L929 necroptosis	MDM2 E3 inh	Cl transport mod	eIF4E-4G inh	PERK inhibitor	Rad51 HR inh	Calpain2 inh
COc1cc(/C=C2/C(=N)N3OC(C)=CC3=NC2=O)ccc1OC(=O)c1ccco1	2.1	-22	5.8	32*	0.72	0	0.7	3	-22
CCC(=O)Nc1c(C)nn(-c2ccc(C)c(C)c2)c1C	1.7	-13	0.6	-7	0.14	1	0.5	15	-6
O=C(N/N=C/c1ccco1)c1ccccn1	-2.4	4	-0.4	-9	nt	6	2.1	-4	2
COc1ccc(NC(=O)/C(C#N)=C/c2cc(C)n(-c3ccc(N4CCOCC4)c([N+](=O)[O-])c3)c2C)cc1	-0.6	7	0.4	-22	0.32	0[fluorescence artefact?]	0.9	-11	-25
c1ccc2sc(SCc3ccc(-c4nnco4)cc3)nc2c1	-9.5	6	-0.3	-44	-0.17	6	0.1	-2	23
CCC(=O)Nc1c(C)c(CC)nc2ccccc12	-2.5	-16	0.1	-2	nt	2	0.6	0	-10
O=C(COc1ccccc1C(=O)Nc1ccccc1)c1ccc(Br)cc1	-0.3	-7	1.0	-14	0.13	0	1.3	6	30
Cn1c(=O)c2c(ncn2CCC(=O)N/N=C/c2ccccc2)n(C)c1=O	0.9	4	0.4	-13	1.7	-1	-0.8	-4	-23
CCCN(CCC)CCCNC(=O)C1c2cc(OC)c(OC)cc2C(=O)N(C)C1c1cccnc1 (configuration not stated)	0.7	0	4.3	-5	-0.013	-1	0.9	5	-22
CCN1CCN(C(=S)NCC2CCCO2)CC1 (configuration not stated)	0.1	-1	2.1	-5	-0.35	0	0.8	-1	-18
Cc1c(-c2nc(-c3cccnc3)no2)cccc1[N+](=O)[O-]	-2.7	1	1.7	10	-0.14	-6	0.9	3	-19
Cc1ccc(-c2nn3c(C)nnc3c3ccccc23)cc1S(=O)(=O)NCCO	-4.8	-5	2.8	-2	0.13	-1	1.0	-13	3
O=C(CN1CCCCCC1)N/N=C/c1cccc(Cl)c1	1.9	-8	0.0	10	-0.19	9	0.0	4	5
O=C(NCc1cccnc1)c1c(O)c2cccc3c2n(c1=O)CCC3	-0.4	1	-0.5	-2	nt	2	-0.8	-2	23
Cc1ccnc(NC(=O)c2ccc(Cl)c([N+](=O)[O-])c2)c1	-1.1	-3	0.2	-7	1.1	-2	-0.1	33	1
NC(=O)NC(=O)CSc1nnc(-c2ccco2)n1Cc1ccccc1	-0.4	-11	0.1	-4	-0.79	-1[fluorescence artefact?]	0.1	-2	-4
Cc1cc(C)nc(SCc2csc(-c3ccccc3)n2)n1	1.6	-12	2.9	nt	-1.6	2	-0.4	nt	5
CN(C)c1cccc2c(C=C(C#N)C#N)ccc(N(C)C)c12	0.7	4	0.2	9	0.065	6	1.0	2	-7
Cc1cc(/C=C(\C#N)C(=O)N2CCOCC2)c(C)n1C1CCCC1	0.7	-40	3.2	-36	-0.48	0	-2.3	-25	18
COc1cc(NC(=O)c2cc(Cl)ccc2Cl)ccc1-c1cc2ccccc2oc1=O	-6.1	-12	0.2	-3	nt	-10	0.6	-6	-31
O=C(O)c1ccccc1C(=O)Nc1ccccc1	-1.2	-3	-0.9	5	-0.36	2	1.6	-1	-9
O=[N+]([O-])c1ccc(-c2cnc[nH]2)cc1	2.8	-11	0.7	-8	-0.34	3	0.5	13	1
CCOC(=O)C1C(c2ccc(C)o2)NC(=O)NC1(O)C(F)(F)F (configuration not stated)	0.3	-23	-0.1	1	-1	7	0.8	nt	10
O=C(Nc1sc2c(c1C(=O)O)CCCCC2)c1ccccc1F	-0.1	9	-0.2	-14	1.6	-6	0.0	34	-38
Cc1nn(Cc2ccccc2)c(Cl)c1/C=N/NC(=O)c1cccnc1	13	-11	0.5	-2	-0.71	2	0.0	1	5
O=C(COC(=O)CCc1nc2ccccc2s1)Nc1ncc(Cl)cc1Cl	2.1	4	0.0	-8	-1.4	10[fluorescence artefact?]	0.3	-9	-17
CCOC(=O)c1[nH]c2ccccc2c1N=CN(CC)CC	0.2	14	0.8	-20	nt	0	-0.2	-14	15
Cc1ccc(-n2nnc3c(=O)n(CC(=O)c4ccccc4)cnc32)cc1	0.2	-12	-0.2	-15	nt	0	0.2	-3	12
C/C(=N\Nc1ccccn1)c1ccc(C(C)C)cc1	2.2	1	73	12	0.49	3	0.7	9	6
COC(=O)CC1C(=O)NCCN1C(=S)NC(=O)c1ccccc1[N+](=O)[O-] (configuration not stated)	0.7	3	0.2	-15	0.12	-2	1.3	-7	-20
O=C(O)c1cccc(NC(=O)c2ccc(S(=O)(=O)c3ccccc3)cc2)c1	-0.2	-1	-0.7	-9	1.5	11	0.5	24	16
CCCOC(=O)c1c(NC(=O)CCCn2nc([N+](=O)[O-])cc2C)sc(C(=O)OC)c1C	3.5	-13	nt	-3	0.78	3[fluorescence artefact?]	-0.2	-23	-3
CCOC(=O)N1CCC(Nc2cccc(SC)c2)CC1	0.1	1	0.0	-24	1	0	0.7	-2	-23
COc1ccc(OC)c(CN2C(=O)c3ccccc3C2C(=O)NCc2cccnc2)c1 (configuration not stated)	0.5	-13	-0.5	-4	1.7	-1[fluorescence artefact?]	-0.8	0	-30
Cc1cccc2nc(CSc3ccccc3N)cn12	-1.3	-4	-0.8	nt	-1.2	0[fluorescence artefact?]	0.3	-6	30
Cn1c(NC(=O)c2ccc(Cl)cc2)cc(=O)n(C)c1=O	0.8	-3	-1.4	-87	-0.45	-3	0.5	-7	37
Cc1ccc(CSc2sc(C(=O)c3ccccc3)c(N)c2C#N)cc1	-0.3	-5	-0.1	-19	0	5	0.7	-1	-13
O=C(NCc1ccncc1)c1cc(F)c(F)cc1Cl	1.3	-11	0.3	-11	0.41	-1	0.2	17	-1
COc1cc(OC)cc(C(=O)N2CCN=C2SCc2cccnc2)c1	-2.3	-8	1.1	-17	-1.8	2	-0.1	0	15
Cc1ccc(Cl)cc1NC(=O)Nc1cccs1	0.3	-2	1.7	-1	-0.39	-4	0.1	-4	-10
CCOC(=O)c1oc2cccc(O)c2c1C	-1.6	-9	1.6	-18	nt	nt	0.3	-4	1
CCOC(=O)c1c(NC(=S)Nc2ccccc2)sc2c1CCCCC2	1.0	-21	0.9	-5	nt	-4	1.3	4	-18
COc1ccc(S(=O)(=O)N2CCCCC2)cc1NC(=O)Cc1c[nH]c2ccccc12	1.9	-6	-0.3	-1	-1	3	-1.9	nt	4
Brc1ccc2c(c1)OCCOCCOCCOCCOCCO2	2.4	-9	1.1	-11	0.96	4	-0.3	4	-3
COc1ccccc1N1CCN(CC(O)COc2cccc3ccccc23)CC1 (configuration not stated)	6.3	-2&-7	31	nt	0.7&-0.7	-1&3	-1.0&0.4	-5&-8	4&15
COc1ccc(-c2cc(C(F)(F)F)nc(N3CCN(c4ccc(F)cc4)CC3)n2)cc1OC	0.8	-4	0.0	1	0.065	-2	-0.8	nt	-1
COC(=O)Cn1ncc(N2C3CC(CC(C)(C)C3)C2C)c(Cl)c1=O (configuration not stated)	0.1	-12	-0.5	-6	-0.36	-3	-0.9	10	17
CCOC(=O)C1=C(N)OC2=C(C(=O)CC(C)(C)C2)C1c1ccco1 (configuration not stated)	-3.9	-4	-0.5	-4	-1.1	-7[fluorescence artefact?]	1.6	1	-43
COC(=O)C(O)(CC(=O)Nc1ccc(Cl)cc1Cl)C(F)(F)F (configuration not stated)	-0.8	-16	0.1	-9	-0.041	4	1.1	9	-16
COc1ccc(N2CC(C(=O)N/N=C/c3cccs3)CC2=O)cc1 (configuration not stated)	-0.4	-8	0.4	-12	-0.46	-1	1.3	-2	-2
Next part
SMILES	TNF necrop inh	EBV gp42 inh	L929 necroptosis	MDM2 E3 inh	Cl transport mod	eIF4E-4G inh	PERK inhibitor	Rad51 HR inh	Calpain2 inh
CSc1nnc(-c2cccs2)n1C	-0.4	-4	0.9	-5	0.18	0	0.7	-3	-7
COc1cnc(-c2ccccn2)nc1Oc1ccc(Cl)c2ccccc12	-14	-7	3.6	1	-0.72	-10	0.2	nt	-55
Cc1ccc(-c2noc(C3CCCN(C(=O)C4CCCCC4)C3)n2)o1 (configuration not stated)	-1.8	-19	-0.3	-10	2.3	4	-1.3	-1	-16
O=C(Nc1nccs1)c1c(O)c2cccc3c2n(c1=O)CCC3	-2.5	-8	0.7	1	-0.62	2[fluorescence artefact?]	1.1	3	-82
Cc1cc(C(=O)COc2cccnc2[N+](=O)[O-])c(C)n1-c1ccccc1F	-4.3	-17	-0.7	nt	-1.6	2	1.0	-7	0
CCOC(=O)N1CCC(NC(=O)c2cccc3c2C(=O)N(CCOC)C3)CC1	-0.8	-14	0.3	-14	-1.3	-3	-0.9	1	-36
CCc1ccc(OCCOCC(O)CNC(C)(C)C)cc1 (configuration not stated)	-0.1	4	0.1	-16	0.073	-2	-0.5	0	-3
Cc1cc(C)cc(NC(=S)NCc2cccnc2)c1	0.9	-21	0.0	nt	0.48	6	0.1	nt	8
CCOC(=O)CCP(=O)(O)C(C)(O)c1ccccc1 (configuration not stated)	1.9	-8	1.0	-13	nt	-5	0.3	-8	-31
CCc1ccc(NC(=S)NCc2cccnc2)cc1	-1.1	-12	0.4	-16	-0.16	3	-0.4	-5	-13

Full records as entered above.
Listed for O=C(N/N=C/c1ccco1)c1ccccn1 → TNF necrop inh = -2.4; EBV gp42 inh = 4; L929 necroptosis = -0.4; MDM2 E3 inh = -9; Cl transport mod = nt; eIF4E-4G inh = 6; PERK inhibitor = 2.1; Rad51 HR inh = -4; Calpain2 inh = 2
Listed for O=C(Nc1sc2c(c1C(=O)O)CCCCC2)c1ccccc1F → TNF necrop inh = -0.1; EBV gp42 inh = 9; L929 necroptosis = -0.2; MDM2 E3 inh = -14; Cl transport mod = 1.6; eIF4E-4G inh = -6; PERK inhibitor = 0.0; Rad51 HR inh = 34; Calpain2 inh = -38

Following part.
SMILES	TNF necrop inh	EBV gp42 inh	L929 necroptosis	MDM2 E3 inh	Cl transport mod	eIF4E-4G inh	PERK inhibitor	Rad51 HR inh	Calpain2 inh
O=C1Cc2ccccc2Sc2ccccc21	-4.4	-26	-0.2	-1	-0.97	-3[fluorescence artefact?]	0.1	8	-7
O=C(CCC(=O)OCC(F)(F)C(F)F)Nc1ccc(F)cc1F	0.1	-1	0.0	-1	-0.33	-5	1.5	9	-20
Cc1ccc(NC(=S)Nc2cccc3cnccc23)cc1	-6.1	-10	8.0	-8	0.47	5	1.5	12	13
Clc1ccc(NC2=NCCC2)cc1Cl	-0.2	-13	-0.2	-11	0.22	-4	-1.0	-9	4
O=[N+]([O-])c1ccc2c(c1N1CCCCC1)=NC1(CCCCC1)[N+]=2[O-]	-7.3	-10	-0.8	-11	-1.1	6	2.0	7	11
COc1ccc(OCCSc2n[nH]c(N)n2)cc1	0.1	-9	-0.7	-8	-0.16	4[fluorescence artefact?]	-0.1	-11	-37
Cc1cc(C)n(C(=O)COc2ccccc2[N+](=O)[O-])n1	0.9	-17	0.5	-11	0.47	-1	2.0	12	5
O=C(Nc1cccc(-c2nc3ccccc3s2)c1)C1=COCCO1	1.8	-7	0.7	10	-1	2	0.1	-3	14
